Compound activity deposited in PubChem by Broad Institute.
EWS-Fli block – inhibitors of EWS/Fli oncoprotein transcriptional activity; A673 NR0B1-luciferase reporter, viability-normalised; inhibition, % at 12.6 µM; 0.67% of 350,000 active; AID 651661;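 active = mean inhibition of at least 50% after viability correction, with every replicate also passing that limit; inconclusive = mean reaches 50% but only one of two replicates passes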;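 note: firefly luciferase signal divided by Alamar Blue viability fluorescence both relative to DMSO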
LGR2 inh – blocks bursicon-induced cAMP signaling via Drosophila LGR2 | HEK293 LGR2, CRE-luciferase, bursicon-stimulated, 4 h | inhibition, % at 9.99 µM | 0.35% of 380,000 active | AID 720647;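 active = drop in luminescence signal, shown as inhibition above about 50% in the replicate tests, limit read from the data, passing the limit was not always enough; inconclusive = probably only some replicates passing the limit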;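 note: agonist challenge used bursicon conditioned medium at about half maximal strength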
DENV2 CPE rescue – protects cells from dengue virus 2 cytopathic effect; DENV2-infected cells, cytopathic effect rescue, plate reader; AID 651640; 1.7% of 350,000 active; CPE inhibition, % at 9.99 µM; in the data active = CPE inhibition above about 20%, passing the limit was not always enough; inconclusive = no clear call, values can overlap the other calls; tested in BHK-21 cells;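 note: 0% = median of neutral control wells and 100% = median of positive control wells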
SIRT5 block – inhibitors of human sirtuin-5 desuccinylase | Purified SirT5, succinyl-peptide AMC, trypsin-coupled fluorescence | inhibition, % at 15 µM | 1.1% of 330,000 active; in the data active = inhibition above about 15%; inconclusive = no clear call, values can overlap the other calls
Target sequence (Q9NXA8 whole entry, looked up): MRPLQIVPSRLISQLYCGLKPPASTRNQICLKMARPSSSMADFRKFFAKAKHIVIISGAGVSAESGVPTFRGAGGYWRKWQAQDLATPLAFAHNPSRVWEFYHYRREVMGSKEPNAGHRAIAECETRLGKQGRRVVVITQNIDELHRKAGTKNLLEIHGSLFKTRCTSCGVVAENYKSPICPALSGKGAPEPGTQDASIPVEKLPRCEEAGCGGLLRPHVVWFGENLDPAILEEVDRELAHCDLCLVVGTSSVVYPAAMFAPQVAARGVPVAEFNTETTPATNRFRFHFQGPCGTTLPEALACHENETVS
ARNT TACC3 PPI – disruptors of human ARNT/TACC3 interaction; AlphaScreen His-ARNT PAS-B/GST-TACC3 binding, luminescence; TACC3 fragment carries E629A point mutation; AID 623870; 0.66% of 390,000 active; Q9Y6A5; inhibition, % at 9.99 µM;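 active = mean inhibition of replicates at least 50% and at least half of replicates each reaching 50%; inconclusive = half or more replicates reach 50% but mean below 50%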;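 note: 0% = complete ARNT plus TACC3 wells and 100% = ARNT alone without TACC3; many hits fall short of the cut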
PAX8 inh HTS – lowers PAX8-driven luciferase in RMG-I cells; 1.2% of 360,000 active; RMG-I TPO-luciferase reporter, SteadyGlo, 24 h; inhibition, % at 12.6 µM;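 active = mean replicate inhibition at least 60% with every replicate also reaching 60%; inconclusive = only one of the two criteria is met; inactive = mean below 60% and not all replicates reaching 60%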;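 note: luciferase light reporting Pax8 driven TPO promoter activity; plate controls were median of neutral control wells for no effect and mitoxantrone controls for full effect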
CASP6 VEID inh – caspase-6 (human) enzyme inhibition | AID 686996 | 0.53% of 350,000 active | inhibition, % at 12.5 µM | P55212 | purified caspase-6, Z-VEID-R110 cleavage fluorescence;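 active = mean inhibition across replicates at least about 35%, with every replicate also reaching that limit, limit read from the data; inconclusive = only one of the two criteria met; inactive = neither criterion met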;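 note: 0% = median of neutral control wells and 100% = no fluorescence left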
Target sequence (P55212 24-179 limits assumed): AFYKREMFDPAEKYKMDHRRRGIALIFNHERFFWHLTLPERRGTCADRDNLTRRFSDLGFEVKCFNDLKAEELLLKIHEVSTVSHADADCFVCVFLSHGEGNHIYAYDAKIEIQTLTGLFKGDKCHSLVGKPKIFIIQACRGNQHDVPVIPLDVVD
Target sequence (P55212 194-293 limits assumed): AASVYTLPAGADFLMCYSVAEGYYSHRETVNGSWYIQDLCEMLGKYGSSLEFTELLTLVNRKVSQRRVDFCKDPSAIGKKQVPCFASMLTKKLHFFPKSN
* = called active by the depositor; ? = inconclusive; . = not tested or not shown; & = joins results of further samples.

[1] COc1ccc(CNC(=O)CN(C(=O)CCC(=O)Nc2ccccn2)c2ccc(C)cc2)cc1
[2] COc1ccc(S(=O)(=O)N2CCC[C@H]2C(=O)N2CCC[C@H]2C(=O)NCc2ccncc2)cc1C
[3] CN(C(=O)c1cccc(NC(=O)Cc2ccc(NC(=O)C3CCN(C(=O)C4CCC4)CC3)cc2)c1)C1CCCCC1
[4] COc1cc(C(=O)NC2Cc3ccccc3C2)ccc1OC1CCN(C(C)=O)CC1
[5] CCS(=O)(=O)N1CCCCN2[C@H](C1)[C@H](c1ccc(-c3cccc(C#N)c3)cc1)[C@@H]2CO
[6] COc1ccc(NC(=S)N2CCC(NC(=O)c3ccc(F)cc3)CC2)cc1
[7] CC12CCC(=O)N1C(C(=O)OCC(=O)Nc1ccc(S(N)(=O)=O)cc1)CS2 (centres undefined)
[8] O=C(COC(=O)c1ccco1)Nc1nnc(-c2ccccc2)o1
compound no.	1	2	3	4	5	6	7	8
EWS-Fli block	1	1	-3	-2	-11	4	.	-2
LGR2 inh	-9	16	8	3	-7	-4	3	-6
DENV2 CPE rescue	-2	-6	-3	9	-12	-4	.	?
SIRT5 block	-1	2	-2	0	6	4	.	2
ARNT TACC3 PPI	-11	.	-3	-20	-6	.	-8	60*
PAX8 inh HTS	12	7	-8	6	-19	-18	-5	-19
CASP6 VEID inh	-2	1	-2	1	-2	0	.	7

[9] COc1ccc(S(=O)(=O)NCc2ccc(C(=O)N3CCc4ccccc4C3)cc2)cc1
[10] CN(Cc1ccccc1)CC(O)COc1ccc(CNCc2ccc(Cl)s2)cc1 (centres undefined)
[11] CCOc1cc(C(=O)N/N=C(\C)Cc2ccc(OC)cc2)cc(OCC)c1OCC
[12] COc1ccccc1CNC(=O)C[C@@H]1C[C@H]2c3cc(NC(=O)NC4CCCC4)ccc3O[C@H]2[C@@H](CO)O1
[13] CCc1nc2ccc(C(=O)N3CCN(c4ccccc4F)CC3)cc2nc1CC
[14] CCCC(=O)Nc1ccc2c(c1)C(=O)N(C)[C@@H]1CC[C@@H](CC(=O)Nc3ccccc3)O[C@@H]1CO2
[15] Brc1ccc2ncnc(NCc3cccnc3)c2c1
[16] COc1ccccc1NC(=O)Nc1ccc2c(c1)C(=O)N(C)C[C@@H](OC)[C@@H](C)CN(C)[C@H](C)CO2
compound no.	9	10	11	12	13	14	15	16
EWS-Fli block	-8	21	5	-3	.	1	-9	3
LGR2 inh	1	14	-2	5	1	-2	16	-6
DENV2 CPE rescue	-4	2	-1	6	4	2	-5	-1
SIRT5 block	-1	1	-2	-2	-2	-4	3	5
ARNT TACC3 PPI	-1	0	5	-2	2	-3	-24	-1
PAX8 inh HTS	11	21	4	8	-4	-4	-11	-4
CASP6 VEID inh	1	-7	1	-4	3	3	-1	.

Values by screen from the list.
ARNT TACC3 PPI, compounds 9–16: -1, 0, 5, -2, 2, -3, -24, -1

Further records follow.
[17] COCC(=O)N1CCC2(CC1)CN(Cc1ccc3c(c1)OCO3)[C@H](CO)c1c2c2ccc(OC)cc2n1C
[18] NC(=O)CC(NC(=O)c1cccc(Br)c1)c1ccc(N2CCC(N3CCCCC3)CC2)c([N+](=O)[O-])c1 (centres undefined)
[19] Nc1n[nH]c(N)c1N=Nc1ccc(Cl)cc1Cl
[20] O=C(NC1=NCCS1)c1cc(-c2cccs2)nc2ccccc12
[21] NS(=O)(=O)c1ccc(OCCCN2CCC(C(O)(c3ccccc3)c3ccccc3)CC2)cc1
[22] C=CCNC(=O)/C(=C\c1cccc([N+](=O)[O-])c1)NC(=O)c1ccccc1
[23] Cn1cc(S(=O)(=O)N2CCN(c3ccc(F)cc3)CC2)c(=O)n(C)c1=O
[24] COc1cc(C(=O)NNC(=S)NC(=O)c2ccc(F)cc2)cc(OC)c1OC
compound no.	17	18	19	20	21	22	23	24
EWS-Fli block	2	-2	-26	-2	-1	5	0	9
LGR2 inh	3	1	-49	-19	3	6	-9	.
DENV2 CPE rescue	-5	?	1	-5	9	3	7	2
SIRT5 block	4	1	1	-6	-5	-6	14	1
ARNT TACC3 PPI	.	.	-3	1	.	-29	-4	18
PAX8 inh HTS	.	-14	-89	-13	-5	8	-13	-5
CASP6 VEID inh	6	-2	-2	0	-3	-1	0	3

[25] O=C(CCl)N1CCN(S(=O)(=O)c2ccc3c(c2)CCC3)CC1
[26] COc1cccc(-n2c(=S)[nH]c3c(oc4ccccc43)c2=O)c1
[27] CC(C)NC(=O)N(C)C[C@@H]1OCCCC[C@@H](C)Oc2ccc(NS(=O)(=O)c3cn(C)cn3)cc2C(=O)N([C@H](C)CO)C[C@H]1C
[28] COc1cc(Nc2ccccn2)cc(C(=O)Nc2cccc(C(F)(F)F)c2)c1
[29] COc1cccc(/C=C/C(=O)NCc2cn3cc(Cl)ccc3n2)c1
[30] O=S(=O)(NCC1CCCO1)c1ccccc1F (centres undefined)
[31] CO[C@H]1CN(C)C(=O)c2ccc(NC(=O)C3CC3)cc2OC[C@@H](C)N(CC2CCOCC2)C[C@H]1C
[32] Cc1ccc(C)c(NC(=O)CSc2cccc3cccnc23)c1
compound no.	25	26	27	28	29	30	31	32
EWS-Fli block	5	-12	-16	13&0	-8	-8	0	1
LGR2 inh	22	-21	13	6&11	-2	-6	22	15
DENV2 CPE rescue	?	-5	-6	-5	4	2	16	-2
SIRT5 block	-2	1	-3	-6	1	1	-2	-9
ARNT TACC3 PPI	-9	.	-3	0	15	-1	-7	-9
PAX8 inh HTS	8	4	-1	19&29	-1	8	.	16
CASP6 VEID inh	14	-2	2	2	-4	1	4	0

[33] COc1ccc(C(=O)C2CCN(C(=S)NCCc3ccccc3)CC2)cc1
[34] O=C(CCN1C(=O)NC2(CCCC2)C1=O)Nc1ccc(Sc2ccc(Br)cc2)cc1
[35] O=S1(=O)N[C@@H](Cc2ccccc2)COc2cc(N3CCCCC3)ccc21
[36] O=C(N/N=C/c1cccc([N+](=O)[O-])c1)c1cc(-c2ccc3c(c2)OCO3)n[nH]1
[37] COCC(=O)N1CC2(C1)CN(Cc1cc(F)ccc1F)[C@H](CO)c1c2c2ccc(OC)cc2n1C
[38] O=C(Nc1ccc(F)cc1)Nc1sccc1-c1nc2ccccc2s1
[39] Cc1ccc2nsnc2c1S(=O)(=O)Nc1ccccc1C(=O)O
[40] O=C(Nc1ccc2c(c1)[C@@H]1C[C@H](CC(=O)N3CCCCC3)O[C@H](CO)[C@@H]1O2)c1ccc2c(c1)OCO2
compound no.	33	34	35	36	37	38	39	40
EWS-Fli block	4	9	-3	15	-6	4	-1	-28
LGR2 inh	-27	20	-2	-2	2	.	-18	-30
DENV2 CPE rescue	-2	-8	-2	?	4	?	-2	6
SIRT5 block	16*	-3	3	-1	-5	-5	1	4
ARNT TACC3 PPI	-2	.	.	-5	.	-10	5	5
PAX8 inh HTS	-3	4	-3	14	.	9	-12	-20
CASP6 VEID inh	0	0	-2	-1	2	-1	3	-2

[41] COc1cc(/C=C2/N=C(c3ccccc3)OC2=O)c(F)cc1OCc1ccccc1
[42] CCOC(=O)c1ncn2c1[C@@H]1CCNC1C(=O)c1cc(OC)ccc1-2 (some centres undefined)
[43] Cc1ccc(OCC(=O)N/N=C/c2ccco2)cc1
[44] CCC(=O)Nc1ccc2c(c1)OC[C@H](C)N(Cc1nccs1)C[C@H](C)[C@H](OC)CN(C)C2=O
[45] Cc1ccc2[nH]c(=O)c(CN(CC3CCCO3)C(=O)c3cccs3)cc2c1 (centres undefined)
[46] COc1cc2c(cc1NC(=O)c1ccccc1F)CCCC2
[47] O=C(COC(=O)c1ccc[nH]c1=O)Nc1ccc2c(c1)OC(F)(F)O2
[48] CN1CCC(OC(=O)COc2ccc(Cl)cc2Cl)CC1
compound no.	41	42	43	44	45	46	47	48
EWS-Fli block	-8	0	1	-4	7	.	2	-10
LGR2 inh	2	-12	14	4	-18	-62	5	-34
DENV2 CPE rescue	?	-4	5	-10	-6	.	-5	-3
SIRT5 block	2	-16	-7	3	-3	.	-5	1
ARNT TACC3 PPI	1	0	0	.	-14	-12	-4	0
PAX8 inh HTS	-14	-9	.	.	-3	-22	-1	-5
CASP6 VEID inh	-2	.	1	1	-1	.	-2	-2

[49] COc1ccc(C(=O)N/N=C/c2ccc(N(C)c3ccccc3)cc2)cc1
[50] COc1ccccc1C(=O)C1CCCN(C(=O)c2cc(C(C)C)no2)C1 (centres undefined)
[51] CC(C)NC(=O)N1[C@H](CN(C)C(=O)c2cccnc2)[C@@H](c2ccccc2)[C@@H]1CO
[52] c1ccc2c(c1)ccc1nnc(SCc3ccc4c(c3)OCO4)n12
[53] C[C@H](CO)N1C[C@H](C)[C@H](CN(C)C(=O)CCN(C)C)OCc2ccccc2-c2c(n(C)c3ccccc23)C1=O
[54] O=C(Cc1ccccc1)N1CC[C@@H]2[C@H](CO)Nc3ccc(-c4cccc(F)c4)cc3[C@@H]21
[55] Cc1noc(C)c1NC(=O)N(C)C[C@@H]1Oc2ccc(NS(=O)(=O)c3ccc(Cl)cc3)cc2C(=O)N([C@H](C)CO)C[C@@H]1C
[56] CCC(=O)N1[C@@H]2CN(C(=O)CC(F)(F)F)c3ccccc3[C@@H]2[C@@H]1CO
compound no.	49	50	51	52	53	54	55	56
EWS-Fli block	-17	-1	0	-33	3	16	-8	6
LGR2 inh	?	0	3	.	-20	13	-12	7
DENV2 CPE rescue	?	-6	3	12	6	-2	-8	-8
SIRT5 block	.	-3	2	-3	2	3	-5	7
ARNT TACC3 PPI	.	2	24	-7	8	-5	7	-2
PAX8 inh HTS	-28	10	-8	-53	-16	4	1	-3
CASP6 VEID inh	0	0	0	4	1	-5	2	-1

[57] COc1ccc(S(=O)(=O)N(C)C[C@H]2Oc3ccc(NC(=O)Cn4cnnn4)cc3CC(=O)N([C@H](C)CO)C[C@@H]2C)cc1
[58] O=C(CCn1cncn1)N1CCCC(N2CCN(c3cccc(C(F)(F)F)c3)CC2)C1 (centres undefined)
[59] Cc1ccc(S(=O)(=O)N(CC(=O)NCc2ccccc2Cl)C(=O)N2CCN(C)CC2)cc1
[60] COc1ccc(CNC(=O)C[C@H]2CC[C@@H]3[C@H](COc4ccc(NC(C)=O)cc4C(=O)N3C)O2)cc1
[61] CC(=O)C1=CCN(C)CC1
[62] OCC[C@@H]1C[C@@H](O)[C@H](O)[C@]2(CCc3ccccc3O2)O1
[63] CC(C)CC#Cc1ccc2c(c1)O[C@H](CN(C)S(=O)(=O)c1cccc(F)c1)[C@H](C)CN([C@@H](C)CO)S2(=O)=O
[64] COCC(=O)Nc1ccc2c(c1)[C@H]1C[C@@H](CC(=O)N3CCOCC3)O[C@@H](CO)[C@H]1O2
[65] O=S1(=O)N=C(N/N=C/c2ccco2)c2ccccc21
[66] Cc1nc2ccccc2c(=O)n1N(c1ccccc1)c1ccccc1
[67] C[C@H]1CCCCO[C@H](CN(C)Cc2ccc(C(=O)O)cc2)[C@@H](C)CN([C@@H](C)CO)C(=O)c2cc(NC(=O)Cc3ccccc3)ccc2O1
compound no.	57	58	59	60	61	62	63	64	65	66	67
EWS-Fli block	1	.	-7	-2	-4	5	44	4	0	12	-5
LGR2 inh	5	-3	0	19	1	13	2	14	.	-3	1
DENV2 CPE rescue	1	10	-4	1	2	12	4	0	2	-1	-3
SIRT5 block	1	-6	-2	1	.	5	17*	-1	2	-6	-5
ARNT TACC3 PPI	-5	.	-2	-32	.	-4	3	5	38	-2	-32
PAX8 inh HTS	.	-7	-11	-1	.	2	.	-5	9	-2	-2
CASP6 VEID inh	-1	-1	2	-2	-40	4	-2	0	4	1	0

From entry 57 as far as 58, copied from above:
[57] COc1ccc(S(=O)(=O)N(C)C[C@H]2Oc3ccc(NC(=O)Cn4cnnn4)cc3CC(=O)N([C@H](C)CO)C[C@@H]2C)cc1
[58] O=C(CCn1cncn1)N1CCCC(N2CCN(c3cccc(C(F)(F)F)c3)CC2)C1 (centres undefined)
compound no.	57	58
EWS-Fli block	1	.
LGR2 inh	5	-3
DENV2 CPE rescue	1	10
SIRT5 block	1	-6
ARNT TACC3 PPI	-5	.
PAX8 inh HTS	.	-7
CASP6 VEID inh	-1	-1
